# S1P3 agonist = S1P3 (human) receptor agonism; 0.1% of 60,000 active; S1P3 NFAT-BLA reporter cells, FRET ratio; relative to 1 µM S1P, basal subtracted; Q99500; AID 373; activation, % at 4.5 µM;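 active = activation above the screen-wide mean plus 3 SD, cut at about 4.5% in these data, passing the limit was not always enough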; also: some compounds called inactive have numbers as strong as hits
#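 Measure – % activation relative to 1 µM S1P (100%), per plate · System – stable CHO line with human S1P3, Gα16, NFAT-BLA reporter · Timing – cells plated overnight, compound 4 h 37 °C, substrate 2 h RT · Technique – fluorescent BLA substrate, ex 405 nm, em 460/535 nm ratio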
# M1 agonist = agonists of M1 muscarinic receptor | CHO-M1 cells, Fluo-4 calcium fluorescence, agonist mode; active compounds read high | B-score at 10 µM | 3% of 64,000 active | AID 626;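 active = fluorescence rise, raw or as B-score row- and column-corrected plate score, outside the 99.7% band of its plate's samples, either direction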
# M1 antag = M1 muscarinic receptor (rat) antagonism; P08482; CHO-M1 cells, Fluo-4 calcium, ACh EC80 antagonist mode; active compounds read low; B-score at 10 µM; 3.4% of 64,000 active; AID 628;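 active = calcium fluorescence response, raw or row-and-column corrected B-score, differing from the plate sample mean either way at a set confidence level, mostly lower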
# Target sequence (P08482 whole entry, looked up): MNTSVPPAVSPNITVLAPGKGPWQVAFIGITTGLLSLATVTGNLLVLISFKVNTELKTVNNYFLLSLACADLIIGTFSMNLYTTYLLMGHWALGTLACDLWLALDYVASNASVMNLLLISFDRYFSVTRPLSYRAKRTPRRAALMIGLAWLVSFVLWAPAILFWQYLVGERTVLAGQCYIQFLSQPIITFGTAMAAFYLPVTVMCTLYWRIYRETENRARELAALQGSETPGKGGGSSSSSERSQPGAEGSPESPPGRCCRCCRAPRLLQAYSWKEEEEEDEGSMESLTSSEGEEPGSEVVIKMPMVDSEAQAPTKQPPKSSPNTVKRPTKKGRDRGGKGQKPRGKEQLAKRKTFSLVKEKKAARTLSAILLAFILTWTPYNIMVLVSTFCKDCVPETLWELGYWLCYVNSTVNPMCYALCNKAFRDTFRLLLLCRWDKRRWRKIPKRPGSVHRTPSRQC
# HER2 expr 66K = inhibitors of human Her2 kinase expression; SKBR-3 HER2 protein level, AlphaScreen, 18-24 h; active compounds read low; AID 645; P04626; HER2 level % of control, % at 10 µM; 0.69% of 65,000 active;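 active = HER2 level under 5% of the carrier-only control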;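 also: 100% = DMSO carrier and 0% = 500 nM PU-H71 HSP90 inhibitor; lower value means stronger loss of Her2 protein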
# HEK293 NFkB inh = lowers PMA/ionomycin-induced NF-kB signal in HEK293 cells | HEK-293 NF-kB luciferase reporter, luminescence | inhibition, % at 3 µM | 0.21% of 62,000 active | AID 465;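 active = inhibition above the mean of all tested compounds plus 3 SD, cut at about 40% in these data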;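 also: 0% = stimulated DMSO wells and 100% = 10 µM reference inhibitor 5653914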
#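 Material: HEK-293 cells with stable firefly luciferase reporter driven by four HIV NF-kB elements / Also added: PMA plus ionomycin mix as NF-kB-activating stimulus / Compound dosing: 3 µM once, 0.30% DMSO / Times: 1 h pretreatment, 16 h stimulation, 37 °C / Signal: luminescence / Evaluation: per-plate % inhibition versus controls / Benchmarks: DMSO and 10 µM reference inhibitor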
# S1P1 ag pot = agonists and agonism potentiators of human S1P1 receptor; 0.57% of 56,000 active; AID 449; activation, % at 9.5 µM; P21453; S1P1 CRE-bla cells, forskolin, beta-lactamase FRET, potentiator mode; S1P1 agonist co-added at EC20, 2 nM; 100% = saturating reference agonist, 0% = basal;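 active = activation above a cutoff set at the mean activation of all tested compounds plus 3 SD, cut at about 54% in these data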;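 also: forskolin at 4 µM as EC80 and the EC20 agonist is SEW2871; 100% = SEW2871 at its EC100 plus forskolin at EC80; some compounds past the cut are filed as inactive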
# Target sequence (P21453 whole entry, looked up): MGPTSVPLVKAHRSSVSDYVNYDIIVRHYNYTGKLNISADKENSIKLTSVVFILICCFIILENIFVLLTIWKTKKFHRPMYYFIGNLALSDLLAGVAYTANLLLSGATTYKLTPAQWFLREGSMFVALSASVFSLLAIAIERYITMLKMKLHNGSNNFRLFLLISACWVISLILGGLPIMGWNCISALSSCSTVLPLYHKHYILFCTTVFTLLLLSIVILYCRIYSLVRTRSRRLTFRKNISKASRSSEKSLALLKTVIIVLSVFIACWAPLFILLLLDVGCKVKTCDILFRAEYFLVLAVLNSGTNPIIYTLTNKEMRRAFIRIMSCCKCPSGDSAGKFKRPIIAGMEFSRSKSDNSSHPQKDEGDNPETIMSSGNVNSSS
# HTR1E agonist = activates the human 5-HT1E serotonin receptor. 0.69% of 65,000 active. P28566. CHO 5-HT1E Ga15 NFAT-bla reporter, FRET; 0% DMSO wells, 100% control agonist wells. AID 574. activation, % at 6 µM;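 active = activation above a set limit, the screen-wide mean activation plus 3 SD, cut at about 8.5% in these data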;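 also: 100% = positive control agonist at 1 µM giving full maximal response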
# Jurkat tox 60K = cytotoxicity toward Jurkat cells; Jurkat E6.1 viability, ATP luminescence, 48 h; inhibition, % at 4 µM; 1.2% of 56,000 active;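 active = inhibition above the mean inhibition of all tested compounds plus 3 SD, cut at about 28% in these data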
# 5HT1E antag = antagonists of human 5-HT1E serotonin receptor | 0.99% of 65,000 active | CHO 5-HT1E Ga15 NFAT-bla reporter, FRET, antagonist | inhibition, % at 6 µM | P28566;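 active = inhibition above a set limit, the mean inhibition across every tested compound plus 3 SD, cut at about 29% in these data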;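 also: signal is the 460 over 535 nm emission ratio of beta-lactamase substrate; 0% = agonist plus DMSO wells and 100% = wells without agonist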
# * hit, by the source's call; · = not tested or not shown.
# Fields – HEK293 NFkB inh | S1P3 agonist | M1 antag | M1 agonist | Jurkat tox 60K | HTR1E agonist | 5HT1E antag | HER2 expr 66K | S1P1 ag pot
CCOC(=O)CSc1nc(N(C)C)nc(N(C)C#N)n1
  · | -8.7 | 0.691 | 0.914 | · | -1.0 | -9.9 | 95.7 | -30.2
O=C(NC12CCC(O)C(SC1)/C2=N/O)c1ccccc1 (centres undefined)
  0.1 | -0.9 | -0.37 | 0.228 | 6.4 | 0.7 | -8.7 | 290.7 | -2.5
Cc1cc(C)nc(SCC(=O)N2CCCCC2)n1
  6.5 | -0.2 | -0.203 | -1.45 | -4.5 | -0.3 | 8.2 | 67.4 | -18.9
CCOC(=O)N1CCN(C(=O)c2ccc(N3C(=O)c4ccccc4C3=O)cc2)CC1
  14.5 | · | -1.03 | 0.22 | · | 0.4 | 5.3 | 85.6 | ·
CCOc1ccc(-c2nc(CSCC(=O)NCc3ccco3)c(C)o2)cc1
  83.1* | -1.1 | -0.0536 | 0.633 | 0.9 | 0.7 | -1.8 | 91.3 | 8.9
CCCCn1c(CN2CCN(c3cccc(Cl)c3)CC2)nc2c1c(=O)n(C)c(=O)n2C
  0.1 | 0.7 | -0.445 | 0.019 | 2.9 | 1.8 | -7.8 | 78.6 | -2.7
CCOc1ccccc1NC(=O)CSc1nnc(-c2ccccc2Cl)n1Cc1ccco1
  10.8 | -0.5 | -0.989 | -1.11 | -0.1 | 0.8 | 4.2 | 107.1 | 4.3
Cc1cccc(N(C)C(=O)c2coc(=O)c3ccccc23)c1
  -10.3 | -0.7 | -0.033 | -0.0815 | -4.6 | 0.3 | -2.6 | 95.3 | -21.9
O=C(O)CC(NC(=O)COc1ccc(Cl)cc1Cl)C(=O)O (centres undefined)
  · | 0.9 | -0.0464 | 0.00103 | · | 0.6 | -2.8 | 119.2 | -6.2
Cc1ccc(C(N)=S)c(C)c1
  15.4 | -0.9 | 0.488 | -0.428 | 2.0 | 0.3 | 13.0 | 70.8 | 24.4
O=C(Cn1nnc(-c2ccc(N3CCOCC3)cc2)n1)OC1CCCCC1
  8.2 | -0.7 | 0.581 | -0.331 | 10.8 | -0.3 | 0.5 | 74.6 | 1.0
CN(C)S(=O)(=O)Nc1ccc2c(c1)OCO2
  4.5 | 11.7 | 0.117 | 0.123 | -1.4 | -0.4 | 0.1 | 128.1 | 8.9
Cn1cnnc1SCCC(=O)Nc1ccccc1
  7.0 | -1.6 | -0.835 | 0.0166 | 17.5 | -2.0 | 18.3 | 100.5 | 8.8
Cc1nc2ccc(F)cc2cc1C(=O)NCc1ccco1
  17.0 | -0.9 | -0.178 | 0 | -4.0 | -0.3 | -20.7 | 89.8 | -6.2
CCNS(=O)(=O)c1ccc(NC(=O)c2ccccc2OCC)cc1
  0.4 | -1.1 | 0.0693 | 0.501 | -6.3 | 0.7 | -1.6 | 107.3 | -16.4

# Part of the list above in a different format.
SMILES,HEK293 NFkB inh,S1P3 agonist,M1 antag,M1 agonist,Jurkat tox 60K,HTR1E agonist,5HT1E antag,HER2 expr 66K,S1P1 ag pot
CCOC(=O)CSc1nc(N(C)C)nc(N(C)C#N)n1,·,-8.7,0.691,0.914,·,-1.0,-9.9,95.7,-30.2
O=C(NC12CCC(O)C(SC1)/C2=N/O)c1ccccc1 (centres undefined),0.1,-0.9,-0.37,0.228,6.4,0.7,-8.7,290.7,-2.5
Cc1cc(C)nc(SCC(=O)N2CCCCC2)n1,6.5,-0.2,-0.203,-1.45,-4.5,-0.3,8.2,67.4,-18.9
CCOC(=O)N1CCN(C(=O)c2ccc(N3C(=O)c4ccccc4C3=O)cc2)CC1,14.5,·,-1.03,0.22,·,0.4,5.3,85.6,·
CCOc1ccc(-c2nc(CSCC(=O)NCc3ccco3)c(C)o2)cc1,83.1*,-1.1,-0.0536,0.633,0.9,0.7,-1.8,91.3,8.9
CCCCn1c(CN2CCN(c3cccc(Cl)c3)CC2)nc2c1c(=O)n(C)c(=O)n2C,0.1,0.7,-0.445,0.019,2.9,1.8,-7.8,78.6,-2.7
CCOc1ccccc1NC(=O)CSc1nnc(-c2ccccc2Cl)n1Cc1ccco1,10.8,-0.5,-0.989,-1.11,-0.1,0.8,4.2,107.1,4.3
Cc1cccc(N(C)C(=O)c2coc(=O)c3ccccc23)c1,-10.3,-0.7,-0.033,-0.0815,-4.6,0.3,-2.6,95.3,-21.9
O=C(O)CC(NC(=O)COc1ccc(Cl)cc1Cl)C(=O)O (centres undefined),·,0.9,-0.0464,0.00103,·,0.6,-2.8,119.2,-6.2
Cc1ccc(C(N)=S)c(C)c1,15.4,-0.9,0.488,-0.428,2.0,0.3,13.0,70.8,24.4
O=C(Cn1nnc(-c2ccc(N3CCOCC3)cc2)n1)OC1CCCCC1,8.2,-0.7,0.581,-0.331,10.8,-0.3,0.5,74.6,1.0
CN(C)S(=O)(=O)Nc1ccc2c(c1)OCO2,4.5,11.7,0.117,0.123,-1.4,-0.4,0.1,128.1,8.9

# 2 of the compounds above, field by field.
CCOc1ccccc1NC(=O)CSc1nnc(-c2ccccc2Cl)n1Cc1ccco1
  HEK293 NFkB inh: 10.8	S1P3 agonist: -0.5	M1 antag: -0.989	M1 agonist: -1.11	Jurkat tox 60K: -0.1	HTR1E agonist: 0.8	5HT1E antag: 4.2	HER2 expr 66K: 107.1	S1P1 ag pot: 4.3
Cc1cccc(N(C)C(=O)c2coc(=O)c3ccccc23)c1
  HEK293 NFkB inh: -10.3	S1P3 agonist: -0.7	M1 antag: -0.033	M1 agonist: -0.0815	Jurkat tox 60K: -4.6	HTR1E agonist: 0.3	5HT1E antag: -2.6	HER2 expr 66K: 95.3	S1P1 ag pot: -21.9

# Other entries
# Fields – HEK293 NFkB inh | S1P3 agonist | M1 antag | M1 agonist | Jurkat tox 60K | HTR1E agonist | 5HT1E antag | HER2 expr 66K | S1P1 ag pot
COc1ccc(-n2c(C)cc(C(=O)CSc3nn4c(=O)c(C(C)(C)C)nnc4s3)c2C)cc1
  13.2 | 0.5 | -1.94 | -0.751 | 2.7 | -0.1 | -8.6 | 82.7 | 1.2
O=c1[nH]ncn2cccc12
  19.7 | -1.4 | 0.33 | 0.924 | 4.8 | -0.6 | -3.2 | 124.2 | -6.2
COc1cc2cc(C(c3nnnn3C3CCCCC3)N(C)C3CCCCC3)c(=O)[nH]c2cc1OC (centres undefined)
  5.0 | 0.2 | -0.104 | 0.313 | -1.1 | -0.1 | 4.1 | 20.3 | -29.4
Nc1nnc2c(n1)CCCC2
  4.4 | 0.1 | -0.00344 | -0.355 | 6.2 | -0.4 | -1.3 | 85.0 | -13.7
CCOC(=O)C1CCN(Cc2ccccc2C(F)(F)F)CC1
  27.6 | -1.5 | -0.735 | -0.326 | 8.5 | 0.3 | -2.6 | 134.7 | 5.9
NC(=O)CNC(=O)C1CCCc2c1[nH]c1ccc(Cl)cc21 (centres undefined)
  16.6 | -0.4 | 1.58 | -0.0339 | 0.3 | -0.6 | -1.4 | 130.3 | 18.4
COc1ccccc1NC(=O)Nc1ccc2c(c1)OCCO2
  -9.1 | -0.9 | -0.167 | 1.9 | 9.5 | 3.4 | 0.8 | 58.3 | 12.6
O=c1c2cc3c(cc2[nH]c(=S)n1Cc1ccco1)OCO3
  1.4 | · | 0.18 | 0.452 | · | 3.3 | -6.2 | 101.4 | ·
COC(=O)C(F)(Sc1c(C)n(C)n(-c2ccccc2)c1=O)C(F)(F)F (centres undefined)
  14.2 | -0.7 | -0.00972 | 1.03 | -2.7 | 0.2 | -10.1 | 104.7 | -28.2
CCOC(=O)C1CCCN(C(=O)c2cn(CC)c3ccc(S(=O)(=O)N4CCCC4)cc3c2=O)C1 (centres undefined)
  4.2 | -0.7 | 0.177 | -0.278 | 2.3 | -0.4 | -3.0 | 116.6 | -17.2
O=C(O)CC1NC(=O)N(c2ccccc2)C1=O (centres undefined)
  -12.3 | 0.4 | -0.74 | 0.558 | -4.6 | 0.3 | -5.2 | 92.9 | ·
CCOc1cc2[nH]c(=S)n(CCCN3CCN(C)CC3)c(=O)c2cc1OCC
  20.6 | · | -0.875 | 0.242 | · | -1.0 | -0.5 | 112.4 | ·
CCC(=O)NC(C)c1nc2ccccc2n1C (centres undefined)
  13.8 | · | -0.619 | -0.529 | · | -0.4 | -1.5 | 133.4 | ·
